LmPK inh: inhibitors of Leishmania mexicana pyruvate kinase | 290,000 tested, 0.37% active | AID 1721 | Q27686 | Potency, µM (titrated, usually from 57.5 µM), for inactives: at the top dose activity change, negative = inhibition, most hits filed as inhibitors | purified LmPK, Kinase-Glo ATP luminescence, 1 h; note: potency is the fitted concentration of half-maximal effect
Target sequence (Q27686 whole entry, looked up): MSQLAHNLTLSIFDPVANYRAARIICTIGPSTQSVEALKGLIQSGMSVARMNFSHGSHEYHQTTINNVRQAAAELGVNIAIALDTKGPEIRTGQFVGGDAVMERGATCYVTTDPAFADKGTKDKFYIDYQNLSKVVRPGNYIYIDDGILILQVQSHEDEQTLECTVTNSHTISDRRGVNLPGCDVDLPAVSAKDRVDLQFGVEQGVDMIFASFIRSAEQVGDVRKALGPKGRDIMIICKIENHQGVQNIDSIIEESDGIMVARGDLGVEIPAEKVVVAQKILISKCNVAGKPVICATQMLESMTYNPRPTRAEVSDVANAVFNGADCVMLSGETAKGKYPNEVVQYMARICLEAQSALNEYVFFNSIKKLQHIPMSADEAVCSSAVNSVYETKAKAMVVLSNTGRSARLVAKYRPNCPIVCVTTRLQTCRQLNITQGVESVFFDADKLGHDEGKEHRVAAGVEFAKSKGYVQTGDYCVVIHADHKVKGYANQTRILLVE
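Screened at intermediate enzyme activity to detect both inhibitors and activators: LmPK at 0.1 nM, with a 0.5 nM enzyme column as activation reference. PEP 0.5 mM, ADP 0.1 mM; ATP detected by luminescence after 1 h.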
AmpC detergent: AmpC beta-lactamase inhibition with detergent present. 370,000 tested, 0.041% active. AmpC hydrolysis of nitrocefin, absorbance 480 nm, 0.01% Triton. Potency, µM (titrated, usually from 114 µM), without a hit: at the highest dose activity change, negative = inhibition, most hits filed as inhibitors. P00811;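 note: potency is the fitted concentration of half-maximal effect; 0% = no-compound wells and -100% = no-enzyme wells; nearly all actives have a fitted effect of over 25% in size; some results filed as inactive show a strong effect at the top dose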
Target sequence (P00811 whole entry, looked up): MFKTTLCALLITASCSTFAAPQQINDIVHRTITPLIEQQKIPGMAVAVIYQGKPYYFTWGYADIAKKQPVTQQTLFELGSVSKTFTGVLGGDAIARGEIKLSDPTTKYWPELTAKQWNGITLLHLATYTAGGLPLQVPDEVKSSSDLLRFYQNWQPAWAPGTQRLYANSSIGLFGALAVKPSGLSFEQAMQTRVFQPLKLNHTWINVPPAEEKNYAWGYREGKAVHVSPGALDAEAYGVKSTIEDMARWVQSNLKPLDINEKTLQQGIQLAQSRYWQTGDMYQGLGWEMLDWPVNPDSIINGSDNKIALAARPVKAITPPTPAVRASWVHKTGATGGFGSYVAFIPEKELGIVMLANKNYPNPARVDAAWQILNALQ
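AmpC (5.3 nM in the dispensed reagent) in 20 mM phosphate pH 7.0 with 0.01% (detergent screen) or 0.0001% Triton X-100 was preincubated with compounds for 15 min at room temperature. Nitrocefin was then added from an 800 uM solution, and hydrolysis was followed at 480 nm.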
HCMV inh: human cytomegalovirus inhibition | 410,000 tested, 4.5% active | HFF cells, HCMV-luciferase reporter, 72 h; stronger effect = lower value | activity change, negative = inhibition, % at 57.5 µM; in the data active = activity change below about -60%; inconclusive = no clear call, values can overlap the other calls; inactive = above about -39%
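Luciferase read-out from HCMV-luciferase-infected HFFs (MOI 1 PFU/cell) 72 h post infection at 37C; compounds added after 16 h cell attachment; activity normalized between buffer-only basal and Salinomycin (10uM) inhibitor controls.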
Sm TGR inh: inhibitors of Schistosoma mansoni thioredoxin glutathione reductase | Q962Y6 | purified TGR, DTNB reduction, TNB absorbance 405 nm | Potency, µM (titrated, usually from 114 µM), for inactives: top-dose activity change, negative = inhibition, usual class: inhibitors | 360,000 tested, 3% active | AID 485364; note: potency is the fitted concentration of half-maximal effect; nearly all actives have a fitted effect of over 60% in size
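Kinetic colorimetric format: TGR-catalysed, NADPH-driven DTNB reduction monitored via TNB absorbance. Enzyme dispensed at 20 nM; compound exposure 15 min at room temperature before reaction start.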
AmpC inh no detg: inhibitors of E. coli AmpC beta-lactamase without detergent | P00811 | AmpC nitrocefin hydrolysis, absorbance 480 nm, 0.0001% Triton | Potency, µM (top dose mostly 57.1 µM), without a hit: top-dose activity change, negative = inhibition, most hits filed as inhibitors | 330,000 tested, 0.52% active | AID 485341;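 note: potency is the fitted concentration of half-maximal effect; plate controls were no compound for no effect and no enzyme for full effect; nearly all actives have a fitted effect of over 20% in size; some results filed as inactive show a strong effect at the top dose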
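20 mM phosphate pH 7.0 + 0.01% (detergent screen) or 0.0001% Triton X-100; 5.3 nM AmpC reagent; cpd preinc 15 min RT; nitrocefin (800 uM stock) to start; A480 q20 s × 4 min; Activity was normalised to no-enzyme and no-compound control wells.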
AMA1-RON2 inh: AMA1-RON2 (P. falciparum) interaction inhibition. 360,000 tested, 0.2% active. AlphaScreen AMA1-biotinylated RON2 peptide binding. AID 720542. Potency, µM (top dose mostly 58.2 µM), without a hit: top-dose activity change, negative = inhibition, most hits filed as inhibitors;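 note: potency is the fitted concentration of half-maximal effect; 0% = vehicle wells and -100% = peptide control; nearly all actives have a fitted effect of over 45% in size; some results filed as inactive show a strong effect at the top dose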
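AMA1 (3D7) with his tag at 25 nM final met compounds first, then biotinylated RON2 peptide at 25 nM; detection used donor plus acceptor beads, 10 µg/mL apiece, read by AlphaScreen after 30 min at room temperature.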
TbPYK inhibitor: blocks Trypanosoma brucei pyruvate kinase. Q57TT1. TbPYK enzyme, Kinase-Glo Plus ATP luminescence, 45 min. Potency, µM (top dose mostly 76.8 µM), inactives show at the top dose activity, negative = inhibition, hits mostly inhibitors. 410,000 tested, 0.12% active. AID 624173; note: potency is the fitted concentration of half-maximal effect; nearly all actives have a fitted effect of over 50% in size
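Assay buffer: 50 mM TEA pH 7.2, 100 mM KCl, 10 mM MgCl2, 0.05% BSA, 0.01% Tween-20. Pyruvate kinase from T. brucei plus substrate met compound, then ADP (130 uM final). Luminescence was read post 45 min RT.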
* = called active by the depositor; ? = inconclusive; / = not tested or not shown; [ ] = dose if it differs, or a comment. Unless noted, calls come from the whole dose curve; as a rule, active = well fitted curve in the direction sought with a large enough effect; inconclusive = small, poorly fitted or top-dose-only effect, or another doubt; inactive = no such curve, though single readings can be large; an effect the other way counts as inactive or inconclusive. Unless noted, % is set by controls: 0 for no effect and ±100 for the full control effect. This is a random part of the collection. Share with any hit: about 7.4%.

SMILES	LmPK inh	AmpC detergent	HCMV inh	Sm TGR inh	AmpC inh no detg	AMA1-RON2 inh	TbPYK inhibitor
CC(C)Oc1ccc(C(=O)NCc2ccco2)cc1	1.1%	?	31.9	?	-45.9%	4.6%	?
O=S(=O)(Nc1ncccn1)c1ccc(Nc2ncnc3ccccc23)cc1	0.2%	0.9%	-6.0	-14.5%	-6.1%	?	-7.8%
Brc1ccc(-c2c(-c3ccsc3)sc3ccccc23)cn1	/	0.4%	-30.5	-3.2%	-25.2%	-0.8%	0.0%
CCc1nnc(NC(=O)c2ncc(Cl)c(Cl)c2Cl)s1	-4.7%	-1.8%	?	-20.6%	-0.8%	36.1%[activator]	-6.9%
CC(C)NC(=O)c1onc(CSc2nc3ccccc3[nH]2)c1C(=O)NC(C)C	-2.4%	4.9%	-22.3	0.0%	-12.4%	0.9%	-0.5%
COc1ccc(OC)c(S(=O)(=O)Nc2ccc(F)cc2)c1	-1.2%	-7.8%	3.9	13.1%	-23.5%	-0.9%	-2.2%
COCCNC(=O)C1(C)CCCN(Cc2ccc(Oc3ccccc3)cc2)C1 (stereo not given)	/	/	-11.9	/	/	4.3%	-2.1%
CC(=O)c1ccc(Oc2nc3c(c(=O)n(C)c(=O)n3C)n2C)cc1	1.3%[11.5 µM]	3.9%	14.3	7.2%	-17.6%	4.1%	-1.6%
CCSc1cc(N2CCOCC2)nc(-c2ccccc2)n1	-1.7%	?	44.3	3.1%	-6.1%	-3.3%	2.3%
COc1ccc(CCNC(=O)Nc2nc(C(N)C3CCCCC3)cs2)cc1OC (stereo not given)	/	/	17.8	/	/	40.9%[activator]	2.7%
C=C1C[C@@H]2C[C@@H]2CN(S(=O)(=O)c2ccc(C)cc2)[C@@H]1c1ccco1	/	/	-20.8	/	/	2.7%	-4.1%
O=C(NN=Cc1ccc2c(c1)CCC2)c1ccccc1O	/	/	-23.1	/	/	60.2%[activator]	-2.8%
O=c1[nH]nc(-c2ccc(NCCCO)c([N+](=O)[O-])c2)c2ccccc12	-12.4%	-7.0%	?	?	-15.3%	-0.3%	-1.3%
COc1ccccc1CNC(=O)C(=O)NCC1CCCO1 (stereo not given)	-0.6%	-4.3%	17.6	0.7%	-12.0%	-1.2%	-2.1%
O=C(COC(=O)CNC(=O)c1ccccc1)NC(=O)NC1CCCCC1	/	/	3.4	/	-4.4%	22.3%	-2.0%

Another view of some results above.
Molecule | LmPK inh | AmpC detergent | HCMV inh | Sm TGR inh | AmpC inh no detg | AMA1-RON2 inh | TbPYK inhibitor
COc1ccccc1CNC(=O)C(=O)NCC1CCCO1 (stereo not given) | -0.6% | -4.3% | 17.6 | 0.7% | -12.0% | -1.2% | -2.1%
CC(C)Oc1ccc(C(=O)NCc2ccco2)cc1 | 1.1% | ? | 31.9 | ? | -45.9% | 4.6% | ?

Back to the main list with the 2 entries that preceded the break.
SMILES	LmPK inh	AmpC detergent	HCMV inh	Sm TGR inh	AmpC inh no detg	AMA1-RON2 inh	TbPYK inhibitor
COc1ccccc1CNC(=O)C(=O)NCC1CCCO1 (stereo not given)	-0.6%	-4.3%	17.6	0.7%	-12.0%	-1.2%	-2.1%
O=C(COC(=O)CNC(=O)c1ccccc1)NC(=O)NC1CCCCC1	/	/	3.4	/	-4.4%	22.3%	-2.0%
Nc1n[nH]c(N)c1N=Nc1ccc(F)cc1	-0.1%	4.1%	-0.3	3.8%	-53.6%	41.3%[activator]	-1.0%
Cc1cc(NC(=O)CSc2c(C)[nH]c3ccccc23)no1	7.7%	?	11.4	3.8%	-22.8%	-3.6%	-16.9%
Nn1cnnc1SCC(=O)N1CCc2ccccc2C1	/	4.0%	-5.2	7.1%	-7.7%	1.3%	0.2%
O=C1N/C(=N\N=C\c2cccs2)SC1Cc1ccc(Cl)cc1Cl (stereo not given)	5.0%	5.6%	-31.4	-1.9%	-8.2%	17.7%	2.1%
Cc1ccccc1/C=N/n1c(-c2ccccn2)n[nH]c1=S	10.6%	-9.9%	-4.7	9.2%	-5.4%	5.0%	?
CCC(C)C(=O)Nc1nc2ccc(OC)cc2s1 (stereo not given)	1.9%	1.3%	26.0	1.1%	-21.9%	7.4%	2.8%
Cn1c(=O)c2[nH]c(NCCCN3CCOCC3)nc2n(C)c1=O	-7.1%	-2.1%	-15.6	-31.7%	-14.7%	7.6%	-15.2%
CC(C)C(C(=O)NCc1ccco1)N(Cc1ccco1)C(=O)CNS(=O)(=O)c1ccccc1 (stereo not given)	0.8%	5.9%	6.4	-23.1%	-7.0%	7.7%	-9.5%
Cc1cccc(N2C(=O)CS/C2=N\NC(=O)c2cccnc2)c1C	-1.0%	0.7%	-4.5	-1.0%[57.1 µM]	-19.0%	4.3%	-2.0%
COC(=O)C(CCSC)Nc1ncnc2onc(-c3ccc(F)cc3)c12 (stereo not given)	/	3.1%	-8.3	3.3%	/	/	-8.6%
COc1cccc(/C=C/C(=O)N2CCN(c3n[nH]c(=O)[nH]c3=O)CC2)c1OC	-0.8%	2.6%	?	0.4%	-10.7%	81.5%[activator]	0.0%
N#Cc1ccc(COC(=O)c2ccccn2)cc1	5.0%	0.7%	-7.9	3.2%	-17.6%	/	/
Brc1cc2c(cc1/C=N/Nc1nc(N3CCOCC3)nc(N3CCOCC3)n1)OCO2	-0.1%	?	77.2	-15.6%	105.9%[activator]	-24.3%	-0.6%
Cc1ccc(C(=O)OCc2nc3ccccc3s2)o1	/	?	58.2	-26.3%	-29.2%	-0.6%	1.1%
COCCNc1nc2nonc2nc1NC(C)c1ccccc1Cl (stereo not given)	-3.3%	5.1%	?	-1.0%	-37.9%	-6.3%	-2.9%
CC(=O)Nc1cc(C(=O)N2CCc3ccccc3C2)ccc1Sc1ccc(F)cc1	-2.7%	-6.7%	-13.5	1.5%	100.4%[activator]	-7.2%[11.6 µM]	30.6%[activator]
Cc1cc(NC(=O)Cn2nc(-c3cccs3)ccc2=O)cc(C)c1Br	-0.4%	5.3%	-4.0	7.7%	-3.3%	-1.8%	5.1%
CCOC(=O)c1ccc(NC(=O)C2(c3ccc(Cl)cc3)CCCC2)cc1	-6.4%	2.4%	29.7	19.7%	-18.6%	33.6%[activator]	4.3%
CCNC(=O)CC1C(=O)N(c2ccc(F)cc2)C(=O)N1Cc1ccc(C)cc1 (stereo not given)	/	-3.9%	-4.4	-3.3%	/	/	1.7%
Nc1nc(N)c2cc(S(=O)(=O)c3ccc4ccccc4c3)ccc2n1	/	/	-82.0*	/	/	4.2%	-6.5%
CCOC(=O)CCCNC(=O)CCNC(=O)c1ccc(OCCC(C)C)cc1	0.8%	2.0%	-16.8	0.4%	106.5%[activator]	17.1%	2.3%
O=S(=O)(NC1CCCCC1Sc1ncccn1)c1ccc(Cl)cc1 (stereo not given)	3.8%	-4.9%	-5.8	-14.0%	-20.5%	7.7%	3.4%
Cc1ccccc1C(=O)Nc1nc(=S)ss1	6.1%	?	5.5	6.9%	-20.0%	-8.2%	-15.5%
CN(CCc1ccccn1)C(=O)CC1C(=O)NCCN1Cc1cccc(F)c1 (stereo not given)	-7.6%	-2.3%	2.0	?	19.8%	0.0%	-2.7%
COc1cccc(NC(=O)C2CCN(S(=O)(=O)c3ccc4c(c3)NC(=O)C(C)S4)CC2)c1 (stereo not given)	-10.3%	-3.4%	-23.6	-3.4%	-33.7%	3.8%	-12.3%
Cc1sc2nnn(CC(=O)N3CCN(C(=O)c4ccco4)CC3)c(=O)c2c1C	/	/	-11.9	/	/	-12.4%	1.2%
O=C(CN1CCOCC1)Nc1ccc2c(c1)CCC2	0.3%	-0.8%	-3.7	13.1%	2.9%	12.3%	-3.6%
CNc1cnc(-c2cccc(C(=O)N3CCOCC3)c2)cn1	/	/	-18.5	/	/	16.0%	1.2%
Cc1ccccc1OCC(=O)OCC(=O)Nc1ccc2c(c1)OCO2	/	/	0.8	/	-30.7%	6.0%[11.6 µM]	1.7%
Cc1ccc2nc(NC(=O)Cc3cccs3)sc2c1	0.5%	2.1%	-37.4	0.0%	-37.1%	-2.0%	-8.5%

Arranged by heavy-atom count (ascending): some entries from above
SMILES	LmPK inh	AmpC detergent	HCMV inh	Sm TGR inh	AmpC inh no detg	AMA1-RON2 inh	TbPYK inhibitor
Cc1ccccc1C(=O)Nc1nc(=S)ss1	6.1%	?	5.5	6.9%	-20.0%	-8.2%	-15.5%
Cc1ccc2nc(NC(=O)Cc3cccs3)sc2c1	0.5%	2.1%	-37.4	0.0%	-37.1%	-2.0%	-8.5%
CNc1cnc(-c2cccc(C(=O)N3CCOCC3)c2)cn1	/	/	-18.5	/	/	16.0%	1.2%
Cc1ccccc1OCC(=O)OCC(=O)Nc1ccc2c(c1)OCO2	/	/	0.8	/	-30.7%	6.0%[11.6 µM]	1.7%
CCOC(=O)c1ccc(NC(=O)C2(c3ccc(Cl)cc3)CCCC2)cc1	-6.4%	2.4%	29.7	19.7%	-18.6%	33.6%[activator]	4.3%
Cc1sc2nnn(CC(=O)N3CCN(C(=O)c4ccco4)CC3)c(=O)c2c1C	/	/	-11.9	/	/	-12.4%	1.2%

More structures:
SMILES	LmPK inh	AmpC detergent	HCMV inh	Sm TGR inh	AmpC inh no detg	AMA1-RON2 inh	TbPYK inhibitor
O=c1cc2nc(-c3cccs3)nc(SCCOc3ccc(Cl)cc3)n2[nH]1	/	0.5%	-39.8	2.8%	/	/	-0.2%
Nc1[nH]c(C(=O)c2ccccc2)c(-c2ccccc2Br)c1C(=O)NCCc1c[nH]c2ccccc12	/	/	-39.6	/	/	42.4%[activator]	-1.2%
Cn1c(C(=O)NCCN2CCN(c3ccccc3F)CC2)cc2c(=O)n(C)c3ccccc3c21	3.5%	-15.0%	4.5	-4.2%	19.3%	-1.8%	3.5%
CC(=O)Oc1ccccc1C1=NN(C(C)=O)C(c2ccccc2)C1 (stereo not given)	-3.4%	-5.0%	-8.6	-1.3%	-14.7%	3.3%	-1.9%
O=S(=O)(c1ccccc1)c1nc(-c2ccccc2)oc1N1CCN(c2cccc(Cl)c2)CC1	/	14.4%	-2.1	4.5%	/	/	0.8%
CCOC(=O)c1sc(NC(=O)CSc2nnnn2-c2ccc(C)cc2)c(C(=O)OCC)c1C	7.0%	3.5%	60.7	5.1%	-34.4%	-8.7%	-2.0%
CCCCN(C(=O)NC(=O)Nc1ccc(C)cn1)S(C)(=O)=O	-1.1%	0.8%	?	-0.7%	-12.6%	-8.6%	-7.1%
